High-throughput results (PubChem)
MEKK3 PB1 HTS = modulators of MEKK3-MEK5 PB1 binding, primary screen, biochemical, wildtype MEKK3, multiplex bead flow cytometry, Alexa488-MEK5 | Mitogen-activated protein kinase kinase kinase 3 (Homo sapiens), Q99759 | bead-based flow cytometry, Alexa488-MEK5 binding to MEKK3; actives lie on both sides; 0 = blocked by unlabeled MEK5, 100 = vehicle | binding response (% of control), % at 10 µM | 1.4% of 290,000 active;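 active = binding response more than 3 SD above or below the average of its plate-row segment, actives on both sides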;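 also: Alexa488 bead fluorescence after subtracting the streptavidin-only scavenger bead signal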
Target sequence (Q99759 whole entry, looked up): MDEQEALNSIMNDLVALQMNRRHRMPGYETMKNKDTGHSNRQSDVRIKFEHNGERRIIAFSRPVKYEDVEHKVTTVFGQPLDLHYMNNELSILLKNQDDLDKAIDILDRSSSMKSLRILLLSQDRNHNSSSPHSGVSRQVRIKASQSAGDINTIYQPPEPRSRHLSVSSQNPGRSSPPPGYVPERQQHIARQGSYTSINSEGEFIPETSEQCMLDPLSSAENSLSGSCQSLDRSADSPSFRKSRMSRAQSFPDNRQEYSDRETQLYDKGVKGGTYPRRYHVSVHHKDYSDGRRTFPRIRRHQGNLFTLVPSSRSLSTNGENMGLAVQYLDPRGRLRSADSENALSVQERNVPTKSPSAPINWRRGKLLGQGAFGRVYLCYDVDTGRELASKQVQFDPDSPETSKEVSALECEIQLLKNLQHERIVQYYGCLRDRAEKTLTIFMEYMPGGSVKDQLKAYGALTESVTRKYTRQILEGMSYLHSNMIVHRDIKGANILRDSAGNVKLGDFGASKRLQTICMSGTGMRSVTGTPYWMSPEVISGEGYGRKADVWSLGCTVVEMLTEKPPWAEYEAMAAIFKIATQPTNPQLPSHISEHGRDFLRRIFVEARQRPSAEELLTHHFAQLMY
MEKK2 WT-MEK5 = modulators of MEK5 binding to wildtype MEKK2, primary screen, biochemical, multiplex bead flow cytometry, Alexa488-MEK5 | AID 1531, 2009 | binding response (% of control), % at 10 µM | Mitogen-activated protein kinase kinase kinase 2 (Homo sapiens), Q9Y2U5 | 1.1% of 290,000 active | Alexa488-MEK5 binding to MEKK2 WT; actives lie on both sides; in the data active = binding response below about 67% or above about 130%
MEKK2 mut-MEK5 = MEK5 binding signal on mutant MEKK2 PB1, primary screen, biochemical, multiplex bead flow cytometry, Alexa488-MEK5. Alexa488-MEK5 binding to MEKK2 mutant. percent response, % at 10 µM. 0.35% of 290,000 active. AID 1530, 2009; in the data active = percent response above about 24%, passing the limit was not always enough; also: inactives centre near 1; some results filed as inactive read as strong as hits; reference of the scale not given here
GalR3 antag = GalR3 antagonists in HEK293 cells, primary screen, cell-based, fluorescence readout | inhibition, % at 3 µM | HEK293 GalR3-CNG cAMP membrane potential fluorescence; galR3 body fused to GalR1 C-terminus | Galanin receptor type 3 (Homo sapiens), O60755 | 0.44% of 360,000 active;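 active = inhibition above the screen-wide average plus 3 SD, cut at about 13% in these data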;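 also: forskolin and galanin both at EC90 stimulate the cells; cAMP rise reported by CNG channel membrane potential dye signal; 0% = forskolin plus galanin with DMSO and 100% = forskolin alone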
OXTR agonist = human OXTR agonists, primary screen, fluorescence, CHO-OTR cells, Fluo-8 calcium; 0.32% of 320,000 active; activation, % at 3 µM; Fluo-8 calcium fluorescence; normalized: DMSO 0%, oxytocin 100%; Oxytocin receptor (Homo sapiens), P30559;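 active = activation above the mean of all tested compounds plus 3 SD, cutoff set per screening run, cut at about 20% in these data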;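 also: peak over basal fluorescence ratio from a 100 s FLIPR kinetic read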
V1aR counter = agonists of human V1a receptor, primary screen, counter-screen for OXTR agonist project, fluorescence, CHO-V1R cells; Fluo-8 calcium fluorescence, agonist mode; 0% DMSO, 100% 3 nM vasopressin; activation, % at 3 µM; 0.25% of 320,000 active;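 active = activation above the mean activation of all tested compounds plus 3 SD, per screening run, cut at about 20% in these data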;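 also: signal is peak over basal fluorescence ratio across a 100 second FLIPR read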
GPR7 antag = GPR7 receptor antagonists, primary screen, cell-based, fluorescence, single concentration. Neuropeptides B/W receptor type 1 (Homo sapiens), P48145. AID 1861, 2009. GPR7-expressing cells, fluorescence antagonist assay. 1.1% of 290,000 active. inhibition, % at 4.4 µM; in the data active = inhibition above about 16%, passing the limit was not always enough;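 also: cells stimulated with the agonist NPW; 0% = agonist with vehicle and 100% = vehicle without agonist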
NALP1 inh = NALP1 inflammasome inhibitors in reconstituted yeast, colorimetric, S. cerevisiae, triplicate retest | S. cerevisiae NALP1/ASC/caspase-1 growth, X-gal OD620, 72 h | inhibition, % at 10 µM | 0.61% of 280,000 active; in the data active = inhibition mostly above about 24%, no sharp cut-off; inactive = mostly below about 32%; also: some compounds called inactive have numbers as strong as hits
PHOSPHO1 block = PubChem AID 1565 | Phosphoethanolamine/phosphocholine phosphatase (Homo sapiens), Q8TCT1 | recombinant PHOSPHO1, absorbance phosphatase assay | inhibition, % at 13.3 µM | 1.1% of 290,000 active; in the data active = inhibition above about 60%
Target sequence (Q8TCT1 whole entry, looked up): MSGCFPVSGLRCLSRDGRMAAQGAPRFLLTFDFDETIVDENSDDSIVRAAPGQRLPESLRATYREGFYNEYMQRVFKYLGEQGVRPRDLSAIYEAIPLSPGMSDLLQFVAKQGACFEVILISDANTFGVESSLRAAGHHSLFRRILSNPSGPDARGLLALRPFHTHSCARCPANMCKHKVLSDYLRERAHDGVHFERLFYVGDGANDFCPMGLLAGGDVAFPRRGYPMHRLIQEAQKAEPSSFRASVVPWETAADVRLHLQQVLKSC
The depositor's hits bear a star; . = no result given; [ ] = another dose, or the depositor's remark.

Molecule	MEKK3 PB1 HTS	MEKK2 WT-MEK5	MEKK2 mut-MEK5	GalR3 antag	OXTR agonist	V1aR counter	GPR7 antag	NALP1 inh	PHOSPHO1 block
COc1ccc(NC2=NC(C)(CO)CS2)cc1 (configuration not stated)	99	92	3	-8	2.3	3.3	-10	16	12
CCC(=O)N1CCc2cc(S(=O)(=O)CCC(=O)NCCC3=CCCCC3)ccc21	.	.	.	0	2.1	1.7	4	3	48
COc1cccc(NC(=O)C2c3cc(OC)c(OC)cc3C(=O)N(C)C2c2cccnc2)c1 (configuration not stated)	108	107	2	1	-0.2	-0.2	-4	14	12
Cn1c(=O)c2ccccc2n(CC(=O)NC2CCCC2)c1=O	101	104	3	-9	0.3	-0.3	3	21	-135
CN1C(=O)N(C)C2(c3ccccc3)N(C(C)(C)C)C(=O)NC12c1ccccc1 (configuration not stated)	106	97	-5	-6	-2.4	-1.3	-16	32	0
CN1CCN(c2cc(=O)n(-c3ccc(Cl)cc3)c(=O)[nH]2)CC1	109	110	10	4	-0.2	-0.5	-7	38	-3
O=C(NNC(=O)C1C2CCC(C2)C1C(=O)O)c1cccc(Cl)c1 (configuration not stated)	116	106	3	-3	-1.2	0.4	-9	-6	17
O=c1oc2ccccc2cc1-c1csc(Cc2nc(-c3ccc(Br)cc3)cs2)n1	102	98	1	-4	-0.2	0.4	-6	28	-3
CC(Sc1ncc(C#N)c(N)n1)C(=O)Nc1ccccc1 (configuration not stated)	113	104	1	4	-0.8	-0.2	3	23	18
COc1ccc(OC)c(C(C)NC(=S)Nc2ccc(S(=O)(=O)Nc3ncccn3)cc2)c1 (configuration not stated)	102	103	7	0	-0.3	0.4	-20	2	62*
Cc1nn(C)c(C(=O)Nc2cccc(CN3CCOCC3)c2)c1Br	105	105	-1	2	-0.1	1.4	-12	27	0
CCOC(=O)c1c(CSc2ccccc2)n(C)c2ccc(O)cc12	102	103	1	-2	-2.4	-1.9	-19	9	33
CCCN(CCC)c1nc(C)cc(C(C#N)c2nc3ccccc3o2)n1 (configuration not stated)	.	.	.	.	-0.7	0.6	1	27	10
COc1cc(/C=N/NC(=O)c2ccc(-c3ccccc3)cc2)cc(OC)c1OC	99	97	-1	-3	-0.1	1.2	-16	14	1
CC(C)OC(=O)CC1C(=O)NCCN1C(=O)COc1ccc(C(C)(C)C)cc1 (configuration not stated)	101	98	3	-2	2.0	1.0	-5	3	14

Part of the list above, showing only GPR7 antag.
SMILES,GPR7 antag
COc1cccc(NC(=O)C2c3cc(OC)c(OC)cc3C(=O)N(C)C2c2cccnc2)c1 (configuration not stated),-4
COc1ccc(OC)c(C(C)NC(=S)Nc2ccc(S(=O)(=O)Nc3ncccn3)cc2)c1 (configuration not stated),-20

The listing picks up with the two entries that preceded the break.
Molecule	MEKK3 PB1 HTS	MEKK2 WT-MEK5	MEKK2 mut-MEK5	GalR3 antag	OXTR agonist	V1aR counter	GPR7 antag	NALP1 inh	PHOSPHO1 block
COc1cc(/C=N/NC(=O)c2ccc(-c3ccccc3)cc2)cc(OC)c1OC	99	97	-1	-3	-0.1	1.2	-16	14	1
CC(C)OC(=O)CC1C(=O)NCCN1C(=O)COc1ccc(C(C)(C)C)cc1 (configuration not stated)	101	98	3	-2	2.0	1.0	-5	3	14
CCn1c(=O)c2c(nc3n2CCCN3CCc2ccc(OC)c(OC)c2)n(C)c1=O	96	99	-7	-7	.	.	4	21	5
CCCNC(=O)C1CC(c2ccc(C(F)(F)F)cc2)=NO1 (configuration not stated)	99	107	2	-8	3.7	6.7	.	-11	26
Cc1nc(SCC(=O)Nc2ccc(F)cc2)c(C#N)c(C)c1CC(=O)c1ccc(Br)cc1	.	.	.	-5	-0.4	0.3	1	8	12
O=C(NCC1OCCc2ccccc21)c1ccco1 (configuration not stated)	81	87	-12	0	-0.7	-0.1	15	-3	4
CCOC(=O)Cn1nnc(-c2ccc(S(C)(=O)=O)cc2)n1	100	103	7	-5	2.7	0.6	-6	3	20
Cc1c(NC(=O)Cn2nc(C(F)(F)F)c3c2CCCC3)c(=O)n(-c2ccccc2)n1C	99	103	-2	8	-0.2	-0.5	-11	-9	-5
COc1ccc(CCNC(=O)c2cc(-c3ccncc3)nc3ccc(S(=O)(=O)N4CCOCC4)cc23)cc1OC	103	100	-1	2	-0.2	1.5	0	-2	42
Cc1ccc(S(=O)(=O)N2CCOCC2)cc1NC(=O)COc1ncnc2ccccc12	103	104	-1	-1	-0.8	0.6	-6	14	9
CN(C(=O)CSc1nnc(N)s1)C1CCCCC1	108	112	10	1	-0.4	0.5	-12	15	38
COc1ccc(NC(=O)CCN2C(=O)c3ccncc3C2=O)cc1OC	98	98	-4	-4	0.8	0.8	-20	.	34
COc1ccc(-n2cc(CNC3CCC(O)CC3)c(-c3cccc(F)c3)n2)cc1 (configuration not stated)	104	114	9	-5	5.6	1.7	13	-2	15
COc1cccc(C(=O)NC(=S)NCc2ccco2)c1	102	101	0	-5	-1.4	-0.8	-12	21	0
Cn1nnnc1SCC(=O)N1c2ccccc2Sc2ccccc21	104	106	3	-5	2.2	1.9	-7	13	-7
O=C(Cc1cccs1)N1CCN(S(=O)(=O)c2ccc(Br)cc2)CC1	100	98	-8	-4	1.6	4.3	2	10	-5
COc1ccc(/C=C/C(=O)N(C)C2CCS(=O)(=O)C2)cc1OC (configuration not stated)	102	103	1	0	-0.3	0.2	-7	2	-8
Cn1nc(-c2ccc(C(=O)N3CCN(Cc4ccccc4)CC3)cc2)c2ccccc2c1=O	52*[inhibitor]	57*[inhibitor]	-14	7	6.8	5.7	-17	-8	17
Cc1ccc2sc(N(CCCN(C)C)C(=O)CN3C(=O)c4ccccc4C3=O)nc2c1C	106	150*	33	-5	11	8.3	27*	-10	-29
COc1ccc(N2CCN(C(CNC(=O)C(=O)NCCCO)c3ccco3)CC2)cc1 (configuration not stated)	105	107	7	2	-1.2	0.1	-10	11	31
COc1ccccc1CN1C[C@@H]2C[C@@H](c3[nH]c4c(C)cccc4c3C)N3CCC[C@@]23C1=O	90	95	-3	-4	14	35*	-1	-5	2
Cc1ccc(N=C2NC(=O)/C(=C/C=C/c3ccco3)S2)cc1C	105	100	11	-1	-1.8	-0.5	2	3	1
O=C(O)CCCC(=O)N(Cc1ccccc1)Cc1ccccc1	101	100	2	0	0.5	0.1	0	12	-3
Cc1cc(C)c2c(N)c(C(=O)N3CCN(c4ncccn4)CC3)sc2n1	93	96	-11	-1	0.8	-0.5	13	-1	17
COc1ccc(-c2c(C)oc3c(CN4CCCC(C)C4)c(O)ccc3c2=O)cc1OC (configuration not stated)	95	97	-5	-13	.	.	7	9	36
COc1cccc2c1OCC(CN1CCN(CCC(C)C)C(CCO)C1)=C2 (configuration not stated)	100	92	-8	-1	0.9	0.5	1	0	23
CC(=O)NC(CCS(C)(=O)=O)C(=O)Nc1cccc2ccccc12 (configuration not stated)	111	113	5	.	0.3	0.7	-15	28	2
CC1Cc2nc(SCC(=O)Nc3nc4ccccc4s3)n(C)c(=O)c2S1 (configuration not stated)	94	98	-3	-2	3.6	5.2	-8	38	2
COc1ccc(N2C(=O)C3ON(C4SC(=S)N(C)C4(C)C)C(c4ccc(Cl)cc4)C3C2=O)cc1 (configuration not stated)	151*	108	0	5	0.2	1.1	-4	-2	6
Nc1nnc(CCC2CCCCC2)s1	95	99	-2	1	-0.7	-0.3	-5	.	-16
Cc1ccc(C(=O)CSc2nnc(-c3ccc4[nH]c(C)c(C)c4c3)o2)cc1C	104	100	-1	1	0.5	0.4	7	6	74*
O=C(CNCc1cccs1)Nc1ccc(S(=O)(=O)N2CCCCC2)cc1	101	98	1	-8	1.6	3.1	-4	6	20
O=C(O)C1C2CC3C(OC(=O)C31)C2Cl (configuration not stated)	98	99	-2	4	1.6	3.0	-5	12	0
COCC1CCN(Cc2nc(-c3ccc(OC)cc3)no2)CC1	105	102	2	2	4.4	2.1	-23	13	14
O=C(CCc1nnc(CCCc2ccccc2)o1)NCCc1ccco1	97	90	-6	-2	-0.4	0.7	-3	-7	2
COc1cc(C#N)c(NC(=S)N2CCOCC2)cc1OC	108	99	-3	.	0.6	0.1	-3	0	-16
Cc1ccc(-n2nnnc2C(Cl)(Cl)c2nnnn2-c2ccc(C)cc2)cc1	105	103	3	-7	3.2	3.8	-6	-16	0
O=C(c1ccco1)N1CCN(c2ccc([N+](=O)[O-])cn2)CC1	96	98	-3	-3	0.5	1.6	-5	13	25
Cc1ccc(-n2c(SCC(=O)Nc3cc(C)on3)nc3c([nH]c4ccccc43)c2=O)cc1	.	.	.	4	0.3	1.0	-4	28	22
CCc1ccc(OCCCC(=O)NCc2ccccc2)cc1	95	93	-2	-1	-3.1	-1.0	1	25	-5
O=C(c1ccc2c(=O)n3c(nc2c1)CCCCC3)N1CCc2ccccc21	99	95	-4	-5	-0.8	-0.4	-2	.	27
COc1c(C)cc(C(=O)C2CCCN(C(=O)c3cccc(F)c3)C2)cc1C (configuration not stated)	101	99	5	-4	-0.7	2.9	-17	3	40
O=C(Nc1ccc(NC(=O)c2ccc([N+](=O)[O-])o2)cc1Cl)c1ccco1	102	102	1	-8	2.1	1.2	-5	-1	-9
CCOC(=O)c1ccc(NC(=O)c2c(N)n(C)c(=O)n(C)c2=O)cc1	109	107	4	-3	2.4	2.4	.	.	.
COc1ccccc1NC(=O)CSc1nc2n[nH]c(C)c2c(=N)n1-c1ccccc1Cl	95	140*	18	-6	-1.1	-0.1	-10	-34	-7
Cc1ccccc1OCC(=O)NNC(=O)CCN1C(=O)c2ccccc2C1=O	100	107	-1	1	-0.5	0.5	4	20	-5
COc1ccccc1CN1CCCC(N2CCN(c3ccc(F)cc3)CC2)C1 (configuration not stated)	104	109	4	-3	-1.2	0.6	2	16	13
O=C(COC(=O)C1CC1)Nc1ccc(N=Nc2ccccc2)cc1	101	100	-1	5	5.3	6.6	6	21	-7
O=C(O)CC(NNC(=O)c1ccccc1)C(=O)Nc1cccc([N+](=O)[O-])c1 (configuration not stated)	94	98	-12	0	0.7	-0.3	-8	.	27
CC1=C(C(=O)OCCCCCl)C(c2cc3c(cc2Br)OCO3)NC(=O)N1 (configuration not stated)	102	105	7	-9	-1.9	-0.4	-7	8	50
CCc1cc(=O)oc2cc(C)cc(OC(C)C(=O)NCCCN3CCOCC3)c12 (configuration not stated)	101	105	5	2	0.5	-0.2	-8	13	28
C/C(=N/NC(=O)CNS(=O)(=O)c1ccc(C)cc1)c1cccc([N+](=O)[O-])c1	112	102	-1	-4	-0.7	-0.5	-4	2	18
CCOC(=O)N1CCN(C(=O)CN(C)S(=O)(=O)c2ccc(OCC)cc2)CC1	105	105	-5	-9	0.1	-0.4	11	26	41
